D2 agonist: agonists of human D2 dopamine receptor; 340,000 compounds, 0.53% hits; AID 485358; P14416; HEK293 T-REx D2 cells, calcium flux agonist mode; activation, % at 2 µM;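 active means activation over 3 SD above normal in the single-dose calcium agonist read, cut at about 30% in these data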; further: 0% is about no effect
Target sequence (P14416 whole entry, looked up): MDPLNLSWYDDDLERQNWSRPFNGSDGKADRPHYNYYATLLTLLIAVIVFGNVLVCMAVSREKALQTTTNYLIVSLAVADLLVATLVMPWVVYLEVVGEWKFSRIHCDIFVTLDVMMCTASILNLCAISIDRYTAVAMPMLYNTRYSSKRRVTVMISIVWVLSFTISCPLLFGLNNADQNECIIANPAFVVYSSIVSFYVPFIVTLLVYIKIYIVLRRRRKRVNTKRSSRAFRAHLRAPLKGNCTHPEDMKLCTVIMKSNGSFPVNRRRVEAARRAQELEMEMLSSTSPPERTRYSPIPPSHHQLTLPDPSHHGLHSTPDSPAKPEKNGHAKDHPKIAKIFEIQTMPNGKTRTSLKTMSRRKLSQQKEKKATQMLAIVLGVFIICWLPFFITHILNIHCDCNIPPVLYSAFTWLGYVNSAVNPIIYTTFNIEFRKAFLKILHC
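Tetracycline-induced HEK293 Trex cells with D2 receptor force-coupled to calcium signaling, plated overnight at 30 C and loaded with no-wash calcium dye. Calcium flux read kinetically for 180 s after compound addition; responses flag agonists.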
D2 antag: antagonists of human D2 dopamine receptor; inhibition, % at 10 µM; HEK293 TREx D2 cells, calcium flux, dopamine EC80; 340,000 compounds, 2% hits; P14416; in the data active means inhibition above about 30%; further: 0% is about no effect
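Tetracycline-induced HEK293 TREx cells expressing D2 receptor forced-coupled to calcium signalling, loaded with no-wash calcium dye. Compounds added and calcium flux read 180 s, then dopamine added at EC80 and read a further 180 s.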
Vif-A3G inh: inhibitors of Vif-APOBEC3G interaction; 410,000 compounds, 0.076% hits; Q9HC16; AID 602310; Potency, µM (highest dose often 46.1 µM), inactives show at the top dose activity, negative = active, usual class: inhibitors; HeLa A3G-eYFP + Vif (tagged APOBEC3G with the HIV-1 protein that degrades it), YFP fluorescence, overnight;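 further: potency means the concentration at half of the fitted maximal effect; on the % scale 0 is the no-effect control and ±100 the full control effect; nearly all actives have a fitted effect of over 60% in size; hits raise eYFP signal because A3G escapes Vif-driven loss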
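Read-out is eYFP fluorescence (Ex 488/Em 500-530) from Vif-expressing HeLa A3G-eYFP cells; more signal means A3G escaped Vif-mediated degradation. Cells plated overnight, compound pinned in, incubated overnight at 37 deg C.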
GRP78 ERSR act: induces the endoplasmic reticulum stress response in human glioma cells; U87-MG GRP78 promoter luciferase reporter, 16 h; Potency, µM, for the others: top-dose activation, usual class: activators; 420,000 compounds, 0.02% hits; AID 602332; further: potency means the concentration at half of the fitted maximal effect; series mostly up to about 76 µM; % of control where 0% means no effect; nearly all actives have a fitted effect of over 35% in size
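Stably transfected U87-MG glioma cells carrying a GRP78-based luciferase sensor; 16 h compound incubation. Luminescence end-point read 10 min after Bright-Glo addition at room temperature.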
12-LOX inh: inhibitors of human 12S-lipoxygenase ALOX12; P18054; purified 12hLO, xylenol orange hydroperoxide absorbance; Potency, µM (titrated, usually from 108 µM), inactives show at the top dose activity change, negative = inhibition, most hits filed as inhibitors; 580,000 compounds, 1.1% hits; further: potency means the concentration at half of the fitted maximal effect; on the % scale 0 is the no-effect control and ±100 the full control effect
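Purified human 12hLO (150 nM final) in 25 mM Hepes, 0.01% Triton X-100, pH 7.0 was preincubated 15 min at room temperature with compound. Then 40 uM arachidonic acid was added, 30 min. Hydroperoxide was read by Fe-XO absorbance ratio 573/405 nm.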
RGS4 inhibitor: human RGS4 inhibition; AID 504845; P49798; 390,000 compounds, 0.039% hits; Transcreener GDP fluorescence polarization, RGS4-accelerated GTP hydrolysis; Potency, µM (titrated, usually from 114 µM), inactives show at the highest dose activity change, negative = inhibition, most hits filed as inhibitors; further: potency means the concentration at half of the fitted maximal effect; on the % scale 0 is the no-effect control and ±100 the full control effect; nearly all actives have a fitted effect of over 75% in size; some results filed as inactive show a strong effect at the top dose
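MLSMR compounds (23 nl, pin-transferred) preincubated 10 min at room temperature with a 500nM (2x) first reagent, then RGS4 at 900nM (2x) plus Transcreener GDP mix added; fluorescence polarization (620/688 nm) read before and after 90 min at 30 °C.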
Vif-APOBEC3F blk: Vif-A3F binding inhibition. HeLa A3F-eYFP + Vif (tagged APOBEC3F with the HIV-1 protein that degrades it), YFP fluorescence increase. Potency, µM (doses to about 46.1 µM), without a hit: at the highest dose activity, negative = active. 390,000 compounds, 0.2% hits. AID 602313; further: potency means the concentration at half of the fitted maximal effect; % of control where 0% means no effect; nearly all actives have a fitted effect of over 65% in size
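Fluorescence increase (Ex 488/Em 500-530) after overnight compound treatment at 37 deg C flags inhibition of Vif-driven A3F-eYFP loss in stable HeLa A3F-eYFP/Vif cells seeded overnight beforehand.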
ERG Ets-DNA blk: ERG Ets/DNA interaction inhibition | P11308 | fluorescence polarization, His-ERG Ets domain / labelled DNA | Potency, µM (series often up to 76.9 µM), for inactives: at the top dose FP activity, negative = inhibition, most hits filed as inhibitors | 370,000 compounds, 0.028% hits | AID 624246; active means well fitted inhibition curve with a large enough effect in the polarisation, with a control signal flat; inconclusive means small, poorly fitted or top-dose-only effect, or effect the other way, or a change in a side signal; inactive means no such curve, though single readings can be large or run the other way; the % refers to the polarisation;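 further: polarization taken with two DNA probes labelled with fluorescein and Texas red; potency means the concentration at half of the fitted maximal effect; % of control where 0% means no effect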
Target sequence (P11308 whole entry, looked up, the tested form may be a part): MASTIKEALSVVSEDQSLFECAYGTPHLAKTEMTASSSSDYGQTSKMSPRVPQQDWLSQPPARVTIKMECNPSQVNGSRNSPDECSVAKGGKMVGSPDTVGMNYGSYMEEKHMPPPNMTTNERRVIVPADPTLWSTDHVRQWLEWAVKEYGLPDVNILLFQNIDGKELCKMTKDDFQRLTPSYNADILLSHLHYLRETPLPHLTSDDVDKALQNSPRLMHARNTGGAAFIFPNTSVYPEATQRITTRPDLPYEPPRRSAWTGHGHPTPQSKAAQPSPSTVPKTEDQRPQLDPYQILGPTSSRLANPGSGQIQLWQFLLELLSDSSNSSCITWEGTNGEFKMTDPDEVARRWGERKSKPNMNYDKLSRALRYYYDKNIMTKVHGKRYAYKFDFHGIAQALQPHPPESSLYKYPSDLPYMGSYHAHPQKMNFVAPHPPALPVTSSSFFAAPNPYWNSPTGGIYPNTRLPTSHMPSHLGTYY
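His-tagged ERG Ets domain (1 uM in the protein solution; 300mM KCl, 50mM Tris-HCl, 1mM EDTA, 1mM DTT, pH 7.5) received compound, then a probe mix of 5 nM fluorescein-DNA and 100nM Texas-615-DNA. Fluorescence polarization was read for both dyes.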
LDHA inh: blocks human lactate dehydrogenase A. 480,000 compounds, 0.15% hits. AID 1347041. activity change, % (values are at about 110 or 230 µM). P00338. purified LDHA, NADH/diaphorase-resazurin fluorescence; active compounds read low; in the data active means activity change below about -30%; inconclusive means mostly about -25% to -30%;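 further: plate controls were DMSO wells for no effect and wells without enzyme for full effect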
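Resorufin fluorescence (ex540/em590), read at 0 and 20 min after diaphorase/resazurin addition, reports the NADH left after a 5 min room-temperature reaction of 2 nM human LDH5 with 0.06 mM NADH and 0.2 mM pyruvate.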
An asterisk follows results filed as active; ? = inconclusive; . = not tested or not shown; & = joins results of further samples; [ ] = dose if it differs, or a comment. Unless noted, the call rests on the fitted dose curve; in most records, active means well fitted curve in the direction sought with a large enough effect; inconclusive means small, poorly fitted or top-dose-only effect, or another doubt; inactive means no such curve, though single readings can be large; an effect the other way counts as inactive or inconclusive.

SMILES	D2 agonist	D2 antag	Vif-A3G inh	GRP78 ERSR act	12-LOX inh	RGS4 inhibitor	Vif-APOBEC3F blk	ERG Ets-DNA blk	LDHA inh
CC(C)c1ccc(S(=O)(=O)/N=C2\C=C(NS(=O)(=O)c3ccccc3)C(=O)c3ccccc32)cc1	-0.3	-22	-4%	3%	35µM*	?	-10%	39%[activator]	40
CCc1ccc(NC(=O)c2ccc(NS(=O)(=O)c3c(C)noc3C)cc2)cc1	0.3	.	1%	-2%	-10%	11%	-6%	0%	-7
OC1(c2ccc(OC(F)F)cc2)CSC(=Nc2cccnc2)N1C1CC1 (configuration not stated)	0.2	-5	2%	-10%	0%[57.4 µM]	-20%	-2%	2%	-3
CCC1C(c2ccccc2)N(C)C(c2ccccc2)CC1(O)c1ccccc1 (configuration not stated)	-0.5	-2	-25%	5%	-31%	-12%	-8%	5%	3
O=C(CN1CCN(Cc2ccc(Cl)cc2)CC1)N/N=C/c1ccncc1	-0.8	-4	2%	-6%	14%	6%	-6%	4%	-4
C#CCOCCOCCOCCNc1nc(N2CCN(C(=O)[C@H](CCCN=C(N)N)n3cc(C(N)[C@@H](C)CC)nn3)CC2)nc(N2CCN(C(=O)[C@H](CCCCN)n3cc([C@@H](N)[C@H](C)CC)nn3)CC2)n1 (some centres not stated)	.	.	2%	-1%	-5%	1%	-1%	2%	0
CCN1C(=O)C(CC(=O)Nc2ccccc2)N(Cc2ccccn2)C1=S (configuration not stated)	0.8	0	-8%	-4%	4%	-7%	-3%	11%	2
O=C(OCC(=O)N1CCCc2ccccc21)c1cccnc1Cl	-0.8	-4	-5%	4%	-7%	-10%	0%	-2%	0
COc1cccc(NC(=O)CN(C)S(=O)(=O)c2ccc3nc(C)sc3c2)c1	-0.1	.	.	.	-5%	-8%	.	1%	-4
N#CCSc1ccccc1NC(=O)COc1ccc(-c2nnco2)cc1	1.1	1	?	1%	5%	-1%	?	7%	-5
Cc1cc(C)c(C)c(S(=O)(=O)NC(C(=O)NCCc2ccco2)C(C)C)c1C (configuration not stated)	0.0	9	3%	-5%	-29%	-18%	6%	6%	0
CC1=C(C(=O)OCC2CCCO2)C(c2ccncc2)C2=C(CCCC2=O)N1 (configuration not stated)	-0.5	0	-9%	1%	129%[activator]	24%	1%	-13%	0
COC(C/C=C/[C@H](O)COCc1ccccc1)OC	0.2	-8	0%	-1%	-1%	-25%	0%	-5%	-2
CCn1c(/C=C/c2cc(Br)ccc2O)nc2ccccc2c1=O	0.5	1	-18%	-7%	?	-8%	-20%	9%	-8
CC(NS(=O)(=O)c1cc2c3c(c1)CCC(=O)N3CCC2)c1ccccc1 (configuration not stated)	0.0	-3	-8%	-3%	-7%	9%	7%	2%	-3
COc1ccc(OC)c(C(=O)c2coc3ccc(O)c(CN4CCOCC4)c23)c1	0.9	13	0%	2%	-22%	-4%	-3%	-1%	-3
CC(C)CN(C(=O)COC(=O)/C=C/c1ccccc1)C1CCS(=O)(=O)C1 (configuration not stated)	0.2	1	-1%	-5%	-5%	-5%	3%	-1%	-3
Cc1ccc(C(=O)NCc2ccc3c(c2)OCO3)cc1S(=O)(=O)N1CCCCC1	0.8	1	1%	-1%	7%	14%	-3%	-2%	-6
CCn1cc(C(=O)NCCc2ccc(OC)c(OC)c2)c(=O)c2cc(S(=O)(=O)N3CCC(C)CC3)ccc21	6.7	.	-2%	1%	?	-4%	1%	-2%	3
COc1ccc(NS(=O)(=O)c2ccc3c(c2)CCCN3C(=O)C2CCC2)cc1OC	.	.	-3%	-4%	-25%	-2%	1%	7%	3
O=c1[nH]c(=O)n(-c2ccccc2)c2c1C(C(F)(F)F)(C(F)(F)F)N=C(CCC1CCCCC1)N2	-1.0	28	-12%	-6%	2%	1%	-3%	-1%	-2
Cc1cccc(NC(=O)CCCN2C(=S)NC(C)(C)CC2C)c1C (configuration not stated)	1.8	2	-6%	6%	-21%	-3%	-9%	-5%	-13
COCCNc1nc(NCCCN(C)C)c2sccc2n1	.	.	-5%	-4%	-4%	.	.	.	-4
O=C(O)C1=CCCNC1	.	.	0%	-3%&-2%&-3%&-5%&-1%	?	15%[56.9 µM]	1%	-7%	-5

Whole records, quoted from the list.
COC(C/C=C/[C@H](O)COCc1ccccc1)OC across the screens: D2 agonist: 0.2; D2 antag: -8; Vif-A3G inh: 0%; GRP78 ERSR act: -1%; 12-LOX inh: -1%; RGS4 inhibitor: -25%; Vif-APOBEC3F blk: 0%; ERG Ets-DNA blk: -5%; LDHA inh: -2
CC(NS(=O)(=O)c1cc2c3c(c1)CCC(=O)N3CCC2)c1ccccc1 (configuration not stated) across the screens: D2 agonist: 0.0; D2 antag: -3; Vif-A3G inh: -8%; GRP78 ERSR act: -3%; 12-LOX inh: -7%; RGS4 inhibitor: 9%; Vif-APOBEC3F blk: 7%; ERG Ets-DNA blk: 2%; LDHA inh: -3

Following part.
SMILES	D2 agonist	D2 antag	Vif-A3G inh	GRP78 ERSR act	12-LOX inh	RGS4 inhibitor	Vif-APOBEC3F blk	ERG Ets-DNA blk	LDHA inh
CC1CCCCC1NC(=O)COC(=O)Cc1ccc(Br)cc1 (configuration not stated)	2.2	2	-6%	-4%	1%	?	7%	-9%	-8
Cn1c(SCC(=O)O)nnc1C1CCCCC1	0.3	-5	0%	-2%	-8%	10%	6%	1%	-4
COc1ccc(C(=O)OC(C)CN2CCN(C)CC2)cc1OC (configuration not stated)	-0.1	-17	1%	6%	?	-21%	1%	0%	-1
CCOc1ccccc1CNc1nnnn1C	.	.	-8%	-2%	9%	4%	1%	8%	1
O=S(=O)(CCN1C=CC(C(F)(F)F)=NCC1)c1ccc(Cl)cc1Cl	0.7	4	1%	-3%	108%[activator]	8%	-5%	16%	-6
CC1=NN(c2nc(-c3ccccc3)cs2)C(=O)C1N=Nc1ccccc1 (configuration not stated)	0.3	-7	-6%	-1%	7%	-9%	-16%	8%	-10
CCCn1c(=O)c(C#N)cn(C2CC2)c1=O	-0.5	-12	-1%	-5%	0%	33%	-1%	2%	-7
CC1=CC2=NC(=O)/C(=C\c3ccc(-c4cccc(Cl)c4)o3)C(=N)N2O1	-3.0	-4	?	-5%	-7%	?	?	-5%	-2
CC(C)C(=O)Nc1cccc(C(=O)Nc2ccc(S(=O)(=O)Nc3nccs3)cc2)c1	-0.8	-5	0%	-3%	-15%	7%	0%	-3%	-14
N#Cc1cccc(NC(=O)CCc2ccc(S(=O)(=O)N3CCOCC3)cc2)c1	.	.	1%	-2%	-27%	-14%	7%	1%	-2
c1ccc(-c2nc3cnccn3c2Nc2ccc3c(c2)OCCO3)cc1	-1.0	-4	-16%	-6%	-5%&1%	-23%	.	0%	0&11
CC1CCCCC1NC(=O)CCS(=O)(=O)c1ccc2c(c1)NC(=O)CO2 (configuration not stated)	0.3	3	0%	0%	-21%	1%	6%	-9%	-5
Cc1ccc(S(=O)(=O)N2CCCOC2CNC(=O)C(=O)NCCN2CCOCC2)cc1 (configuration not stated)	1.3	-10	0%	-5%	?	4%	-1%	-1%	-2
CCC12CN3CC(CC)(CN(C1)C3c1ccc([N+](=O)[O-])o1)C2=O (configuration not stated)	0.8	-7	0%	-2%	3%	?	-4%	4%	-8
CCOC(=O)N1CCN(C(=O)CSC2=NS(=O)(=O)c3cc(F)ccc3N2)CC1	0.0	-29	2%	-2%	11%	8%	5%	-3%	-6
Oc1ccc(-c2nc3c4c(ncn3n2)-c2ccccc2CC42CCCC2)cc1	0.0	-9	1%	-3%	-19%	30%	2%	.	-6
CCN(CC)c1ccc(C(=O)NCc2nc3cccnc3n2Cc2ccc(C)cc2)cc1	-0.5	.	-5%	-2%	-13%	-29%	4%	8%	3
CC1CCCC(N2CCN(C(=O)c3ccccc3F)CC2)C1 (configuration not stated)	-0.2	0	4%	-2%	-4%	-7%	4%	-1%	0
C/C=C/c1ccc(OCC(=O)Nc2cc(S(=O)(=O)N3CCOCC3)ccc2N2CCCC2)c(OC)c1	-0.8	-5	1%	-1%	1%	-35%	-12%	12%	-7
c1ccc(Cn2cc(CSc3ccccc3)nn2)cc1	-1.0	-33	0%	1%	?	-6%	-1%	0%	-8
Cc1ccc(Cn2ncc3c(N4CCOCC4)ncnc32)cc1	-0.5	0	1%	-1%	-5%	-1%	-1%	-7%	0
CC(Nc1c[nH]c(=O)[nH]c1=O)c1ccccc1 (configuration not stated)	1.1	69*	-5%	-1%	-24%	-27%	?	19%	0
Cc1nc(SCc2ccccc2)nc2c1CCC2	0.8	3	3%	2%	-6%	8%	-2%	2%	-11
CCOc1ccc(NC(=O)CN2C(=O)NC(C)(c3ccc(OC(F)F)cc3)C2=O)cc1 (configuration not stated)	15	1	6%	?	-1%	?	6%	0%	-1
Cc1ccc(-c2cc(C(=O)N3CCN(c4ncccn4)CC3)c3cc(Br)ccc3n2)o1	0.0	-10	-8%	-3%	?	-52%	6%	1%	7
O=C(CN1C(=O)COc2ccc(S(=O)(=O)N3CCCC3)cc21)N1CCN(c2ccc(F)cc2)CC1	.	.	1%	-1%	-21%	36%	0%	-2%	-2
Cc1cc(C)cc(N(C(=O)c2nsc(Cl)c2Cl)C(C(=O)NC2CCCC2)c2ccc(O)cc2)c1 (configuration not stated)	-2.7	-23	-9%	-7%	-12%	-15%	2%	9%	1
C/C(=N\NC(=O)c1ccn[nH]1)c1cn(C)nc1C	.	.	-14%	-4%	4%	9%	7%	-4%	-3

Source: PubChem (National Center for Advancing Translational Sciences (NCATS))

A portion of the library. The share of hits here may be higher or lower than overall.
